Screening results as filed in PubChem.
CBFb RUNX1 block: blocks binding between human CBF-beta and RUNX1; AlphaScreen CBFb-His/RUNX1-biotin binding, biochemical; Potency, µM (series often up to 59.8 µM), for inactives: at the highest dose activity, negative = inhibition, usual class: inhibitors; AID 1477; 230,000 tested, under 10 active; Q01196+Q13951; note: % of control where 0% means no effect
Target sequence (Q01196 whole entry, looked up): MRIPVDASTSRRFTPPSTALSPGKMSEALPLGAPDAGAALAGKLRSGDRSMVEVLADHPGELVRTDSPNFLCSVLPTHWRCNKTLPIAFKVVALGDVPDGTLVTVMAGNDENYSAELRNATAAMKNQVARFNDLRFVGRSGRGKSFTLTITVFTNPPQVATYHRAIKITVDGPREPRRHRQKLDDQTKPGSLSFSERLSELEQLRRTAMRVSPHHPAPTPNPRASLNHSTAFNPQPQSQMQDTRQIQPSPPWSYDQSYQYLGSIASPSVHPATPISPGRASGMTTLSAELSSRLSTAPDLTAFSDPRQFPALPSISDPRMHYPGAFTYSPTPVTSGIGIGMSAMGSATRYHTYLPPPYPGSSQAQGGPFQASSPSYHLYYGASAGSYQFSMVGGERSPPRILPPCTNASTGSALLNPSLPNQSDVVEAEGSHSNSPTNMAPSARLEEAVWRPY
Target sequence (Q13951 whole entry, looked up): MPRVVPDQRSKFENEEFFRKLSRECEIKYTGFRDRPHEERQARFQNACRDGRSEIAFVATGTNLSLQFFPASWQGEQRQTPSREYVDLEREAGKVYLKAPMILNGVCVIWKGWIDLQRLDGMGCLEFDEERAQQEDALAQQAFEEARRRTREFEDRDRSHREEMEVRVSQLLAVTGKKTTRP
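AlphaScreen proximity signal reports loss of binding between His-tagged CBF-beta and biotin-labelled RUNX1, each at 30 nM. Proteins are pre-associated for 20 minutes, compounds added for 15 minutes, then beads for 90 minutes, all at ambient temperature.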
aGlu spleen mod: inhibits or activates alpha-glucosidase in human spleen homogenate; P10253; Potency, µM (top dose mostly 79.9 µM), for inactives: at the highest dose activity change, negative = inhibition, hits mostly inhibitors; AID 2112; 240,000 compounds, 0.006% hits; human spleen homogenate, 4-MU-alpha-glucoside fluorescence;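 note: potency is the fitted concentration of half-maximal effect; 0% = enzyme with vehicle and -100% = no enzyme basal signal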
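Human spleen homogenate (1 ug) incubated with compounds and 1 mM 4-methylumbelliferyl-alpha-D-glucopyranoside in pH 5.0 citrate/phosphate buffer, 37 C, 40 min. Stopped at pH 10; 4-MU fluorescence (Ex 365/Em 440 nm); AC50 by Hill fit.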
HTT ATP protect: protects HTT-Q103 PC12 cells, measured by ATP. PC12 HTT-Q103 induced, cytoprotection, ATP luminescence, 40 h. Potency, µM (series often up to 56.4 µM), for the others: cytoprotection (ATP increase), actives largely listed as activators. 230,000 compounds, 0.14% hits. AID 1471;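 note: potency is the fitted concentration of half-maximal effect; % of control where 0% means no effect; nearly all actives have a fitted effect of over 45% in size; toxic huntingtin expression switched on by the ecdysone agonist tebufenozide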
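PC12 cells stably carrying ecdysone-inducible Htt exon 1 (Q103)–GFP were induced with 100 nM tebufenozide (final) alongside library compounds in a dose series. Cytoprotection was scored as retained ATP by ATPlite luminescence.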
HttQ103 aggreg: mutant huntingtin aggregation inhibition. PC12 HttQ103-GFP aggregates, Acumen cytometry, 40 h. 220,000 compounds, 1.1% hits. Potency, µM (series often up to 46.1 µM), inactives show at the top dose activity change, negative = inhibition, usual class: inhibitors; note: potency is the fitted concentration of half-maximal effect; % is set by controls: 0 for no effect and ±100 for the full control effect; nearly all actives have a fitted effect of over 60% in size
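Aggregate formation scored by laser-scanning cytometer (488 excitation, 500–530 emission) in lysed PC12 cells expressing Q103-GFP after 100 nM tebufenozide induction; library tested in dose series, with ATPLite reagent added in the multiplex.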
GAA inh: inhibitors of human lysosomal alpha-glucosidase; P10253; Potency, µM (highest dose often 76.9 µM), inactives show top-dose activity change, negative = inhibition, usual class: inhibitors; 200,000 compounds, 0.005% hits; purified human GAA, 4-MU-alpha-glucoside fluorescence; AID 1466;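 note: potency is the fitted concentration of half-maximal effect; plate controls were uninhibited enzyme wells for no effect and no-enzyme background for full effect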
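Read-out is 4-methylumbelliferone fluorescence (Ex 365/Em 440 nm) after NaOH/glycine stop at pH 10. Enzyme 4 nM, substrate 400 uM, pH 5.0 citrate buffer, 20 min room temperature; AC50 from Hill-equation concentration-response.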
Lamin A splicing: LMNA splicing modulation; HeLa LMNA splicing GFP/RFP minigene ratio, 48 h; Potency, µM (series often up to 46.1 µM), for the others: at the highest dose ratio change, negative = inhibition, usual class: inhibitors; 200,000 compounds, 0.01% hits; active = well fitted inhibition curve with a large enough effect in the signal ratio, with a control signal flat, not every such curve was filed as active; inconclusive = small, poorly fitted or top-dose-only effect, or effect the other way, or a change in a side signal; the % refers to the signal ratio; note: potency is the fitted concentration of half-maximal effect; % is set by controls: 0 for no effect and ±100 for the full control effect
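S3 HeLa stable clones carrying a lamin A-EGFP splicing minigene plus DsRed2 were seeded at 600 cells/well in Opti-MEM with 2% FBS, pin-dosed and incubated 48 h at 37°C. Acumen cytometry (488 nm) gave the GFP/RFP total-intensity ratio.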
GAA glycogen: inhibitors or activators of human alpha-glucosidase glycogen cleavage | P10253 | recombinant GAA, glycogen substrate, Amplex Red glucose oxidase fluorescence | Potency, µM (series often up to 76.4 µM), for the others: top-dose activity change, negative = inhibition, usual class: inhibitors | 300,000 compounds, 0.38% hits | AID 2100;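 note: potency is the fitted concentration of half-maximal effect; 0% = full enzyme reaction and -100% = no-enzyme basal signal; the screen sought inhibitors and activators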
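Recombinant enzyme (4 nM final) with compounds titrated up to 77 uM and bovine liver glycogen (30 ug) in citrate pH 5.0, 0.01% Tween-20, 37 C 40 min. Released glucose detected by Amplex Red/glucose oxidase (Ex 573/Em 610); AC50 from Hill fits.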
An asterisk follows results filed as active; ? = inconclusive; . = no result given; & = joins results of further samples; [ ] = dose if it differs, or a comment. Unless noted, calls come from the whole dose curve; as a rule, active = well fitted curve in the direction sought with a large enough effect; inconclusive = small, poorly fitted or top-dose-only effect, or another doubt; inactive = no such curve, though single readings can be large; an effect the other way counts as inactive or inconclusive.

Values run as follows: CBFb RUNX1 block, aGlu spleen mod, HTT ATP protect, HttQ103 aggreg, GAA inh, Lamin A splicing, GAA glycogen
C=CCn1c(SCC(=O)N2CCCCC2)nnc1-c1ccncc1
    3.8%, 3.4%, -6.2%[10 µM], 16.6%[9.22 µM], 6.5%, 9.3%[46 µM], -8.2%
O=C(O)CC(CC(=O)Nc1nncs1)c1ccccc1 (centres undefined)
    1.3%, -5.6%, 7.6%, ?, -2.6%, -0.1%, 5.2%
CC(=O)N/N=C/c1cc(C(C)(C)C)cc(/C=N/NC(C)=O)c1O
    -29.8%, -8.2%, ?, 9.6%[9.22 µM], ?, ?, 24.2%
O=C(COC(=O)c1ccccc1-c1ccccc1[N+](=O)[O-])c1ccccc1
    -0.7%, 1.7%, -11.7%[1.9 µM], ?, -5.5%, ?, -11.9%
CCCCNC(=O)N1CCN(Cc2cccc(F)c2)CC1
    5.6%, -2.8%, -24.5%, 10.8%, 3.2%, ., 2.4%
N#Cc1c2c(c(NCc3ccco3)n3c1nc1ccccc13)CCC2
    0.2%, 1.1%, -5.8%, 13.6%, 8.9%, 6.4%, 9.2%
CCOC(=O)CCC(NC(=O)c1cncc(O)c1)C(=O)OCC (centres undefined)
    -2.9%, -0.2%, -16.0%[10 µM], 4.4%, 7.5%, 3.6%, 17.3%
COc1cccc(/C(N)=N/OC(=O)Cc2ccccc2[N+](=O)[O-])c1
    -8.4%, -1.4%, ., -4.3%, -2.7%, -27.1%[46 µM], -9.2%
O=C1NC2=C(CCc3ccccc32)C(c2ccccc2)N1 (centres undefined)
    -4.6%, -7.7%, ., -8.1%, 3.6%, ?, 4.5%
O=C(NCCC1=CCCCC1)c1ccc(Cl)c(S(=O)(=O)Nc2ccccc2)c1
    7.3%, 0.5%, 4.0%[10 µM], -21.4%, 2.4%, ?, -8.5%
O=C(c1ccc(-c2cccc(Cl)c2)o1)N1CCN(c2ccc([N+](=O)[O-])cc2)CC1
    1.2%, -3.4%, 0.3%[10 µM], -2.2%, -7.3%, 1.0%, 4.4%
O=C(O)c1sccc1OCc1ccccc1
    -4.0%, 0.1%, -2.1%, 6.0%[9.22 µM], 8.2%, ., 7.4%
CCCCCCCCCCCCC/C=C/[C@@H](O)[C@@H](N)CO
    ?, -11.1%&3.6%&5.6%&3.7%, -9.6%&-17.3%&-16.5%, ., ., ?, .
Cc1ccc2nc3sc(C(=O)NCc4ccco4)c(N)c3cc2c1
    8.6%, -9.5%, -18.6%[10 µM], -31.0%, 2.0%, ?, 1.8%
Cn1cnnc1SCNC(=O)C(F)(F)F
    2.3%, -6.5%, -10.0%, -15.3%, 4.7%, -2.8%, -4.4%
CCC(C)N1CC(C(=O)O)CC1=O (centres undefined)
    10.7%, -6.4%, 5.2%, -5.4%, -0.1%, 0.1%, 13.4%
Cc1nc2c(-c3ccccc3)c(C)nn2c(C)c1CCC(=O)NCc1ccco1
    -4.0%, 11.2%, -29.7%, -28.4%, -0.6%, -5.3%, 4.1%
COc1ccc(CN(C(=S)Nc2ccccc2)C2CC(=O)N(c3ccccc3)C2=O)cc1 (centres undefined)
    6.2%, -2.2%, -20.1%[10 µM], 15.4%, -8.3%, -11.6%, 14.6%
CC(=O)c1cccc(N(C(=O)c2cnccn2)C(C(=O)NCc2ccccc2)c2ccco2)c1 (centres undefined)
    5.3%, 1.8%, 17.4%[10 µM], 8.9%, -0.4%, -8.4%, -12.5%
CC1(C)C2CCC1(CS(=O)(=O)NCc1ccc(C(=O)O)cc1)C(=O)C2 (centres undefined)
    10.9%, -5.5%, -9.6%[10 µM], -1.5%, 1.2%, 0.5%, -6.2%
CCOC(=O)/C(N=Nc1c(C)n(C)n(-c2ccccc2)c1=O)=C(/O)c1ccccc1
    -5.9%, -6.8%, -29.7%, -6.8%, ?, -10.7%[46 µM], ?
CCn1c(CNC(=O)Cc2ccc(OC)cc2)nnc1SCC(=O)Nc1nccs1
    6.0%, -4.1%, -8.4%[0.074 µM], 7.2%, -6.6%, -6.8%, -0.4%
CC[C@H]1C2=C3C(CC[C@H]4C(OC)OC[C@](C)([C@@H]34)N(C(=O)OC(C)(C)C)C2)C(CO)C1CO (some centres undefined)
    11.2%, 1.2%, -33.4%[inhibitor], ., ., ., .
Cc1ccc(C(=O)c2cncc(Br)c2)cc1
    1.7%, 9.8%, 13.2%, 14.1µM*, 1.0%, 7.3%, 4.5%
Cc1c(C#N)c(N=CN(C)C)c(C(=O)c2ccc(Br)cc2)n1-c1ccc(Cl)cc1
    -11.2%, -6.2%, -6.0%, -10.5%, -8.8%, -8.1%, 1.2%
Cn1cc(C2N3CC4(C)CN2CC(C)(C3)C4=O)c2ccccc21 (centres undefined)
    -2.3%, 9.1%, 11.1%[10 µM], 6.4%[9.22 µM], -7.8%[15.4 µM], ?, -8.1%
CC1CCN(Cc2ccc(-c3nnn(CC(=O)Nc4ccccc4Cl)n3)cc2)CC1
    6.5%, -5.3%, -11.4%, 0.4%, -3.3%, ., 2.0%
C=C(c1ccc(OCCO)cc1)c1ccc(OCCO)cc1
    2.7%, -1.4%, -8.2%, -7.4%, -0.6%, -3.8%, 1.6%
CCCCNC(=O)C1CCC(CNc2nc(=S)[nH]c3ccccc23)CC1 (centres undefined)
    6.3%, 1.2%, -21.8%, -18.0%, ?, ., -6.0%
CCN1C(=O)/C(=C\N2CCCc3ccccc32)SC1=S
    -0.7%, -2.5%, -5.1%, 2.5%, 6.8%, 0.8%, -4.7%
N=C1C(c2ccccc2)=C(O)CN1c1cccc(S(=O)(=O)N2CCCCC2)c1
    -1.8%, 6.5%, -1.1%[10 µM], -2.3%[9.22 µM], ., ., 1.3%
CCCSc1nc2c(cnn2-c2ccc(Cl)cc2)c(=O)[nH]1
    3.4%, -1.8%, ?, -1.6%, 2.0%[15.4 µM], 4.9%, 7.2%
Cc1ccc(C(=O)NCCc2ccc(S(N)(=O)=O)cc2)o1
    3.6%, 2.7%, ?, -0.6%, 12.4%, 18.6%[46 µM], 1.7%
CCC(C)(C)NC(=O)C(c1ccc(C)cc1)N(CCN1CCOCC1)C(=O)CNC(=O)c1cccs1 (centres undefined)
    2.9%, -0.7%, 37.5%[10 µM], 24.3%[9.22 µM], -2.1%, -19.2%[46 µM], -1.6%
COC(=O)C(C(C)=O)C1c2ccccc2C=C(C)N1C(=O)OC (centres undefined)
    11.1%[13.1 µM], 9.4%[17.4 µM], ?, ., ., ?, .
CCn1cc(C(=O)NCCCOC)c2cc(OC)c(OC)cc2c1=O
    3.2%, -4.9%, -3.3%[1.9 µM], -4.7%, 2.1%, 21.4%, -1.9%
Cc1ccc2c(C)c(C(=O)Nc3nnc(C)s3)oc2c1
    10.1%, -1.4%, -10.7%, -12.3%, 1.9%, -7.9%, -8.4%
CC(C)NCC(=O)NC12CC3CC(CC(C3)C1)C2
    -0.7%, 0.0%, 3.4%[10 µM], 5.8%, -15.0%, 6.6%, 10.5%
Cc1ccc(C2=NN(S(=O)(=O)c3ccccc3)C(c3ccccc3O)C2)cc1 (centres undefined)
    -9.9%, -3.4%, -78.6%[inhibitor], ?, -6.8%, ., -12.0%
COc1ccc(/C=N/NC(=O)CCn2c3ccccc3c3ccccc32)cc1OC
    -8.7%, 4.6%, 33.6%[10 µM], -17.2%, -5.9%, -8.8%, 10.2%
CCOc1ccc2nc(SCC(=O)NC3CCCc4ccccc43)sc2c1 (centres undefined)
    4.9%, 5.4%, 15.7%[10 µM], -21.6%, 1.2%, ?, 4.5%
CC(=O)c1cccc(NC(=O)Nc2cnn(Cc3ccc(Cl)cc3Cl)c2)c1
    -2.6%, -2.1%, -19.5%, -38.6%, -6.6%, -4.4%, 1.6%
O=C(COc1ccccc1)N1CCN(S(=O)(=O)Cc2ccccc2)CC1
    -0.8%, 0.0%, 13.1%[10 µM], 0.3%, -0.5%, ?, -1.1%
Cc1ccc(S(=O)(=O)N2CCN(C)CC2)cc1[N+](=O)[O-]
    -0.1%, -11.0%, -9.3%, 6.6%, -6.3%, 6.7%, -8.6%
Cc1ccc2[nH]c3c(=O)n(CCN4CCOCC4)cnc3c2c1
    8.8%, -8.4%, -27.7%, 7.1%, 3.3%, 5.0%[0.0737 µM], 1.9%
CCCN(CCC)S(=O)(=O)c1ccc(NC(=O)Cc2cccs2)cc1
    0.7%, -12.3%, -21.7%, -13.5%, -14.3%, 3.4%, -5.7%
COc1ccc(C2=NN(c3nc(-c4ccccc4)c(CC(=O)O)s3)C(c3ccco3)C2)cc1 (centres undefined)
    8.9%, 11.6%, -4.4%[10 µM], 23.2%, ?, 9.9%, -7.8%
O=C(CSc1nnc(CCCN2C(=O)c3cccc4cccc(c34)C2=O)n1-c1ccccc1)NCCCN1CCOCC1
    ?, 2.0%, ., 3.5%, -0.7%, 2.5%, 3.5%
CCOC(=O)C1C(c2ccc3c(c2)OCO3)NC(=O)NC1(O)C(F)(F)F (centres undefined)
    5.0%, -2.4%, 2.2%, -5.3%, -0.8%, -0.7%, -3.9%
NC(=O)CSc1ncc(-c2ccccc2)[nH]1
    -0.2%, -11.9%, -7.9%[10 µM], 6.6%, 5.8%, 4.4%, -5.3%
CCCOc1ccc(N2C(=O)CC(N(Cc3ccco3)C(=O)CC)C2=O)cc1 (centres undefined)
    6.3%, -2.1%, 9.5%[10 µM], 1.8%[9.22 µM], ., ., -1.2%
COC(=O)c1c(-c2ccncc2)csc1NC(=O)c1ccoc1C
    4.0%, -2.9%, -12.6%[10 µM], -6.8%, -3.7%, ?, 0.9%
COc1ccc(OC)c(Cc2nnc(CCC(=O)N3CCCCC3c3nccs3)o2)c1 (centres undefined)
    -2.9%, -2.3%, 9.4%[10 µM], 11.4%[9.22 µM], -31.2%, ., 2.5%

Full records from above. Values in the order: CBFb RUNX1 block | aGlu spleen mod | HTT ATP protect | HttQ103 aggreg | GAA inh | Lamin A splicing | GAA glycogen
Profile of CCn1cc(C(=O)NCCCOC)c2cc(OC)c(OC)cc2c1=O : 3.2% | -4.9% | -3.3%[1.9 µM] | -4.7% | 2.1% | 21.4% | -1.9%
Profile of COc1ccc(/C=N/NC(=O)CCn2c3ccccc3c3ccccc32)cc1OC : -8.7% | 4.6% | 33.6%[10 µM] | -17.2% | -5.9% | -8.8% | 10.2%
